Screening results as filed in PubChem.
SW480 rerep: inducers of DNA re-replication in SW480 colon cancer cells; Potency, µM (titrated, usually from 46.1 µM), without a hit: at the highest dose re-replication activation, hits mostly activators; SW480 DNA re-replication, Hoechst DNA content imaging, 48 h; 340,000 tested, 1.8% active; further: potency means the concentration at half of the fitted maximal effect; % of control where 0% means no effect; nearly all actives have a fitted effect of over 55% in size
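Hoechst fluorescence of nuclei (405 nm excitation, 500-530 nm emission) measured by plate-scanning imager after 48 hr compound exposure at 37 C; re-replication scored as increased number of nuclei with elevated intensity.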
IL-1B inflam inh: inhibitors of inflammasome signaling (IL-1 beta secretion); THP-1 LPS/ATP IL-1B secretion, AlphaLISA, 16 h; hits give low values; activity change, % at 57.5 µM; 360,000 tested, 4.7% active; AID 743279; in the data active means activity change below about -50%; inconclusive means mostly about -30% to -49%; further: on the % scale 0 is the no-effect control and ±100 the full control effect
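Secreted IL-1B measured by AlphaLISA bead assay after 16 h compound exposure of THP-1 cells; compounds (final up to 57.5 uM) added 1 h before LPS (250 ng/mL) and ATP (1.25 mM) stimulation; lower signal means less secretion.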
HT1080 IDH1KD tx: HT-1080 IDH1 knockdown cell toxicity (counter line). 360,000 tested, 2% active. AID 686971. Potency, µM (series often up to 46.1 µM), inactives show at the highest dose activity, negative = toxicity, most hits filed as cytotoxic. HT-1080 IDH1 knockdown viability, ATP luminescence, 48 h;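 further: potency means the concentration at half of the fitted maximal effect; 0% = DMSO wells and -100% = cell-free medium wells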
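Viability of IDH1-knockdown HT-1080 fibrosarcoma cells was assessed by CellTiter-Glo after 48 h at 37 °C with titrated compound; concentration-effect curves were classified by fit quality and response size.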
HT1080NT lethal: kills 2HG-producing HT-1080-NT fibrosarcoma cells. AID 686970. 360,000 tested, 1.6% active. Potency, µM (titrated, usually from 46.1 µM), without a hit: top-dose activity, negative = less viability, hits mostly cytotoxic. HT-1080-NT fibrosarcoma viability, CellTiter-Glo ATP luminescence, 48 h;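 further: NT is the 2HG producing partner of a matched IDH1 knockdown line; potency means the concentration at half of the fitted maximal effect; 0% = DMSO-treated cells and -100% = media-only wells without cells; nearly all actives have a fitted effect of over 55% in size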
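750 cells/well, RPMI + 5% FBS; 2 h settle, compound pin-transfer, 48 h at 37 degrees C. CellTiter-Glo 10 min RT, luminescence. Normalized to DMSO and media-only wells.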
KB-V1 cytotox: KB-V1 MDR subline cytotoxicity; KB-V1 MDR cells viability, CellTiter-Glo, 72 h; Potency, µM (highest dose often 46.1 µM), for inactives: at the top dose activity change, negative = cytotoxicity, hits mostly cytotoxic; 400,000 tested, 3.4% active; AID 1347076; further: potency means the concentration at half of the fitted maximal effect; on the % scale 0 is the no-effect control and ±100 the full control effect; nearly all actives have a fitted effect of over 60% in size
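Readout: CellTiter-Glo luminescence, 10 min after addition. Cells: KB-V1 MDR subline, 72 h at 37 degrees C with compound. Analysis: corrected, normalized data fitted to concentration-effect curves.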
KB-3-1 tox: KB-3-1 parental cell cytotoxicity | KB-3-1 viability, CellTiter-Glo ATP luminescence, 72 h | Potency, µM (top dose mostly 46.1 µM), for the others: at the highest dose activity change, negative = cytotoxic, hits mostly cytotoxic | 400,000 tested, 1.4% active | AID 1347075; further: potency means the concentration at half of the fitted maximal effect; on the % scale 0 is the no-effect control and ±100 the full control effect; nearly all actives have a fitted effect of over 60% in size
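Viability of parental KB-3-1 cells, measured by CellTiter-Glo luminescence, followed a 72 h incubation at 37 °C with pinned compounds in phenol-red-free DMEM containing 10% FBS.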
ATXN2 expr inh: ATXN2 expression inhibition; HEK-293 ATXN2-luciferase reporter, luminescence, 24 h; Potency, µM (series often up to 57 µM), for the others: top-dose activity change, negative = inhibition, hits mostly inhibitors; 360,000 tested, 0.72% active; AID 1745845; further: potency means the concentration at half of the fitted maximal effect; on the % scale 0 is the no-effect control and ±100 the full control effect; nearly all actives have a fitted effect of over 55% in size
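ATXN2-luciferase reporter cells (luciferase flanked by upstream and downstream ATXN2 gene portions) were treated 24 h at 37 °C with compounds at up to 57 uM. SteadyGlo luminescence gave expression; GF-AFC fluorescence gave viability.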
MCF10A rerep: DNA re-replication induction in MCF 10a cells; MCF 10A DNA re-replication, Hoechst nuclear intensity, 48 h; AID 624296; Potency, µM (doses to about 46.1 µM), for inactives: at the highest dose activity, positive = re-replication, most hits filed as activators; 350,000 tested, 2.9% active; further: potency means the concentration at half of the fitted maximal effect; % of control where 0% means no effect; nearly all actives have a fitted effect of over 50% in size
WRN helicase inh: WRN helicase (human) inhibition; Q14191; WRN helicase unwinding, fluorescent forked duplex, kinetic; Potency, µM (series often up to 114 µM), without a hit: at the top dose activity change, negative = inhibition, hits mostly inhibitors; 360,000 tested, 0.46% active; further: potency means the concentration at half of the fitted maximal effect; on the % scale 0 is the no-effect control and ±100 the full control effect; nearly all actives have a fitted effect of over 55% in size
Target sequence (Q14191 whole entry, looked up): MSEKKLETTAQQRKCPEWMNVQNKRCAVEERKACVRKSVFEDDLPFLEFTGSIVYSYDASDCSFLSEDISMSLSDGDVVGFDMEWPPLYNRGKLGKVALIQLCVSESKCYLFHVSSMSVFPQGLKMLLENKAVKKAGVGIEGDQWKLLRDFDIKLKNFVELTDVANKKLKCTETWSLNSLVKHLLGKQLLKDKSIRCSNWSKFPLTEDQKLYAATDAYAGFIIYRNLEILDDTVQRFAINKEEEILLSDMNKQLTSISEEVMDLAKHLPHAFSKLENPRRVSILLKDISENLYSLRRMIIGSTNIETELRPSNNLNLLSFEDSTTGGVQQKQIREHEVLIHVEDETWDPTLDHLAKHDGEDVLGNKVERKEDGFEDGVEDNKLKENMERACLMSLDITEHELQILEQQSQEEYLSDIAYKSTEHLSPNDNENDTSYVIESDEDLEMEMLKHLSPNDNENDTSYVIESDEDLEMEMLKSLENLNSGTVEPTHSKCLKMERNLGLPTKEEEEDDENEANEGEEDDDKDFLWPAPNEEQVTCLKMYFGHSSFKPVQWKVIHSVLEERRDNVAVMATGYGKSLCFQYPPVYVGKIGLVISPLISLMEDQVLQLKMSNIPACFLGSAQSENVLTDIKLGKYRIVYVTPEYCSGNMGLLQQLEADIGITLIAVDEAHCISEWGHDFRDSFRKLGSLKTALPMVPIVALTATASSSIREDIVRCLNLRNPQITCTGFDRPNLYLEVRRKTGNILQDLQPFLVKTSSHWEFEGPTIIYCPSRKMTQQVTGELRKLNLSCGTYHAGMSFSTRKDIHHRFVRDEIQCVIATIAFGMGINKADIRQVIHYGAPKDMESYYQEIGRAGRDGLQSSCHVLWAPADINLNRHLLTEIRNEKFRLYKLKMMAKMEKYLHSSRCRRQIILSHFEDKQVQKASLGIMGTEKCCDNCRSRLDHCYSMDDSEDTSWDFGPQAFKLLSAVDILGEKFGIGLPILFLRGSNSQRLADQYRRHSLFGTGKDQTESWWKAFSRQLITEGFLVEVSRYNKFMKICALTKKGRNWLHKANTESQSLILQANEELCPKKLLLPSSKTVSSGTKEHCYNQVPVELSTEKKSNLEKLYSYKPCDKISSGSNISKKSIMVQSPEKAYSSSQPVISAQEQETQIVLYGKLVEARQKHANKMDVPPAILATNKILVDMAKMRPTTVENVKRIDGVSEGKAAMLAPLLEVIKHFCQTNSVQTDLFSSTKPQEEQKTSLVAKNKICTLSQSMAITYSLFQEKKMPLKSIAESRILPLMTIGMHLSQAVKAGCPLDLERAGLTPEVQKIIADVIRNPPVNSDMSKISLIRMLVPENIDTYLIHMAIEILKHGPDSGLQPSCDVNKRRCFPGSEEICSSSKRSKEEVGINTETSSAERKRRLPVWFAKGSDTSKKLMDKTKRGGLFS
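Enzyme (20 nM final) and test compound sit together 15 min at room temperature before substrate addition. Substrate is a single-forked duplex oligonucleotide (100 nM) labelled with fluorophore and quencher, with 2 mM ATP; helicase unwinding raises red fluorescence, read kinetically.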
* hit, by the source's call; ? = inconclusive; / = not tested or not shown; [ ] = another dose, or the depositor's remark. Unless noted, the call rests on the fitted dose curve; in most records, active means well fitted curve in the direction sought with a large enough effect; inconclusive means small, poorly fitted or top-dose-only effect, or another doubt; inactive means no such curve, though single readings can be large; an effect the other way counts as inactive or inconclusive.

The line under a structure holds: KB-V1 cytotox, HT1080NT lethal, IL-1B inflam inh, MCF10A rerep, SW480 rerep, KB-3-1 tox, ATXN2 expr inh, HT1080 IDH1KD tx, WRN helicase inh
> Cc1cc(O)c(C(=O)/C=C/c2ccccc2)c(=O)o1
→ -8%, -4%, -5, ?, -1%, ?, 12%, -15%, -29%
> O=S1(=O)CC(N2CCCC2)CN1Cc1cn(Cc2ccccc2)nn1 (configuration not stated)
→ 0%, 26%, 13, /, /, 14%, 5%, 15%, 8%
> Cc1nn(-c2cccc(Cl)c2)c(Cl)c1/C=N/NC(=O)c1cccnc1
→ -10%, -3%, -2, ?, 1%, 4%, /, -3%, 0%
> CC(C)OCCCNC(=O)CCCC(=O)Nc1ccc(OCCc2ccccc2)cc1
→ 0%, -5%, 15, -1%, 13%, 1%, -18%, -2%, 0%
> CC(C)(C)Nc1nc(Oc2ccc(=O)n(-c3ccccc3)n2)nc(N2CCOCC2)n1
→ ?, -2%, -11, 2%, 2%, ?, -4%, -6%, -7%
> Cc1ccc(C(=O)N(Nc2nc3ccccc3s2)C(=O)c2ccc(C)cc2)cc1
→ -2%, 3%, 28, 13%, -6%, 22%, -25%, 0%, 9%
> CC12CCC(C(=O)Nc3cc(Cl)ccc3Cl)(C/C1=N\O)C2(C)C (configuration not stated)
→ -10%, -1%, 20, ?, 1%, 0%, 4%, -13%, -4%
> O=C1CC(N2CCN(c3ccccn3)CC2)C(=O)N1c1ccc(F)cc1 (configuration not stated)
→ 1%, 15%, -4, 4%, 0%, -3%, -37%, ?, 9%[57.1 µM]
> c1ccc(C(Nc2cccnc2)c2ccccc2)cc1
→ 21µM*, 13%, 9, 1%, 1%, 10%, 6%, 13%, 2%
> CC(C)CNC(=O)C(=O)NCCC1CCCCN1S(=O)(=O)c1cccs1 (configuration not stated)
→ ?, 2%, 0, 4%, -1%, -4%, -7%, 1%, 7%
> CC1CCN(CC(=O)Nc2sc3c(c2C#N)CCC3)CC1
→ -15%, 19%, -18, 16%, -5%, 0%, 15%, 21%, 2%
> CCC(CC)C(=O)Nc1cccc(/C(C)=N/NC(=O)c2ccccc2Cl)c1
→ 6%, 18%, -6, 27%, ?, 10%, 8%, 9%, 3%
> CN1C(=O)/C(=C2\SC(=S)N(NC(=O)c3cccnc3)C2=O)c2ccccc21
→ 10%, 10%, 48, -3%, 4%, 12%, /, 1%, -10%
> Cc1cncc(NCc2cccc(Cl)c2)n1
→ -4%, -13%, 0, /, /, 12%, 15%, 8%, -1%[57.1 µM]
> Cc1ccc(NC(=O)c2oc3ccccc3c2NC(=O)C2CCCO2)cc1C (configuration not stated)
→ ?, -30%, -5, ?, 8%, -1%, 41%[activator], -22%, -7%
> C/C(=C\C(=O)c1ccncc1)Nc1ccccc1O
→ 3%, -7%, ?, 5%, 1%, ?, 8%, -6%, -2%
> COc1cc(C)ccc1OCCOc1c(C)cccc1Cl
→ -3%, 19%, 3, 1%, 3%, 5%, 21%, 15%, -3%
> Cc1ccc(S(=O)(=O)N2CCOCC2)cc1C(=O)NC(=S)N1CC(C)OC(C)C1 (configuration not stated)
→ -14%, 0%, 13, -1%, -13%, 16%, /, 5%, 5%
> CCSC1=NCCN1S(=O)(=O)c1ccc(NC(C)=O)cc1
→ 1%, 0%, -2, 6%, -3%, -4%, /, -1%, 6%
> Cc1cc(C(=O)COC(=O)c2csc3c2CCCC3)c(C)n1C
→ 4%, -2%, 0, 0%, -6%, -8%, -5%, -1%, -7%
> CCOC(=O)CSc1ncnc2c1cnn2-c1ccccc1
→ 0%, -3%, 24, -2%, -3%, -4%, 3%, -3%, -10%
> Cc1cc(S(=O)(=O)Nc2nc(CN3CCOCC3)nc3sc4c(c23)CCC4)cc(C)c1C
→ 4%, -7%, 9, 8%, -3%, 2%, 2%, -6%, ?
> CCOC(=O)c1[nH]c(Cc2[nH]c(C(=O)OCC)c(C)c2CCC(=O)OC)c(CCC(=O)OC)c1C
→ -19%, -23%, -1, 5%, 13%, -8%, -8%, -25%, -8%
> Cc1cccc(C)c1NC(=O)C1c2ccccc2OCC(=O)N1Cc1cccnc1 (configuration not stated)
→ ?, 17%, 3, /, /, 9%, 10%, 3%, -1%
> CCOc1ccc(NC(=O)CN(C)C(=O)COc2cccc3c2OC(C)(C)C3)cc1OCC
→ 1%, 1%, 2, -2%, ?, 17%, -5%, -1%, 2%
> CCN1CCN(Cc2ccc(NC(=O)c3ccc(C)c(NC(=O)c4ccnnc4)c3)cc2C(F)(F)F)CC1
→ 1%, 6%, 10, 5%, -3%, 1%, 4%, 4%, -1%
> O=C(CSc1nnc(Cc2ccccc2)o1)NCCc1ccccc1
→ 14%, -11%, 4, 1%, 13%, -8%, -1%, 0%, 1%
> O=C(Cc1cccs1)Nc1ccccc1C(=O)O
→ -20%, -1%, 5, 12%, -9%, -27%, 31%, 2%[9.24 µM], -2%
> COc1ccc(S(=O)(=O)N2CCN(CCOc3ccc(Br)cc3)CC2)cc1OC
→ 6%, -18%, -21, 6%, 6%, ?, /, ?, -7%
> CC(C)C(=O)Nc1nnn(C)n1
→ 5%, 10%, 37, 0%, -4%, -2%, 15%, -1%, -2%

A different layout for part of the listing above:
SMILES | KB-V1 cytotox | HT1080NT lethal | IL-1B inflam inh | MCF10A rerep | SW480 rerep | KB-3-1 tox | ATXN2 expr inh | HT1080 IDH1KD tx | WRN helicase inh
CCOc1ccc(NC(=O)CN(C)C(=O)COc2cccc3c2OC(C)(C)C3)cc1OCC | 1% | 1% | 2 | -2% | ? | 17% | -5% | -1% | 2%
CCN1CCN(Cc2ccc(NC(=O)c3ccc(C)c(NC(=O)c4ccnnc4)c3)cc2C(F)(F)F)CC1 | 1% | 6% | 10 | 5% | -3% | 1% | 4% | 4% | -1%
O=C(CSc1nnc(Cc2ccccc2)o1)NCCc1ccccc1 | 14% | -11% | 4 | 1% | 13% | -8% | -1% | 0% | 1%
O=C(Cc1cccs1)Nc1ccccc1C(=O)O | -20% | -1% | 5 | 12% | -9% | -27% | 31% | 2%[9.24 µM] | -2%
COc1ccc(S(=O)(=O)N2CCN(CCOc3ccc(Br)cc3)CC2)cc1OC | 6% | -18% | -21 | 6% | 6% | ? | / | ? | -7%

(further entries)
The line under a structure holds: KB-V1 cytotox, HT1080NT lethal, IL-1B inflam inh, MCF10A rerep, SW480 rerep, KB-3-1 tox, ATXN2 expr inh, HT1080 IDH1KD tx, WRN helicase inh
> Fc1ccc(Nc2ncnc3sc4c(c23)CCC4)cc1F
→ 8%, 11%, 27, -6%, 0%, -1%, 16%, 17%, 1%
> CC1Sc2ccc(C(=O)N(CCc3ccccc3)Cc3ccccc3)cc2NC1=O (configuration not stated)
→ ?, -29%, -25, /, /, 0%, /, ?, 12%
> CC(=O)Nc1ccc(Oc2ccc3c(c2)C(=O)NC3=O)cc1
→ -2%, 18%, -8, -7%, -12%, 2%, -3%, 9%, 2%
> CC(C(=O)OCC(=O)c1ccc([N+](=O)[O-])cc1)N1C(=O)C2C3CCC(C3)C2C1=O (configuration not stated)
→ 26%, 13%, -5, ?, 9%, -1%, -4%, 14%, -2%
> Cc1ccc(CN(Cc2ccco2)C(=S)NCC(=O)NCc2cccnc2)cc1
→ ?, -1%, -7, -2%, -1%, -9%, -16%, 0%, -14%
> CN(C)C(/C=C/Nc1ccc(O)cc1)=C(C#N)C#N
→ -3%, 2%, 11, ?, ?, 19%, -11%, -8%, -8%
> Cc1cc(C)cc(NC(=O)C(c2ccccc2)N2CCCC2)c1 (configuration not stated)
→ -25%, 3%, ?, 2%, 9%, ?, -17%, 7%, -18%
> Cn1c(N)c(C(=O)c2cc(-c3ccccc3)nc3ccccc23)c(=O)n(C)c1=O
→ 0%, -23%, -1, 0%, -1%, -3%, 16%, -19%, -6%
> COc1ccc(Br)cc1/C=N/n1c(-c2ccccc2)n[nH]c1=S
→ 1%, -2%, 0, -5%, ?, 9%, -37%, 0%, 0%
> CC1(C(=O)N2CCC(CC3CC(c4cccc(Br)c4)=NO3)(C(=O)NCC3CCCCC3)CC2)CC1 (configuration not stated)
→ -7%, -12%, ?, 21%, 17%, 4%, ?, ?, -6%
> C[C@@H]1COC(=O)[C@@H](Cc2ccc(F)cc2)C/C=C\C[C@H](CC(=O)N(CCO)Cc2ccccc2)C(=O)N1
→ 0%, -1%, -8, -8%, 16%, 0%, -8%, -2%, -4%
> C/C(N)=C(/C#N)C(=O)COC(=O)Cc1coc2ccc3ccccc3c12
→ -3%, -7%, 16, -1%, -5%, -4%, -3%, -1%, -4%
> N#Cc1c(F)cccc1NCc1cccnc1
→ -2%, -19%, 59, 2%, 4%, -35%, -6%, -21%, -12%
> COc1ccccc1CNC(=O)CCCN1C(=O)COc2ccc(C)cc21
→ ?, -1%[9.24 µM], -14, -2%, -7%, 12%, -13%, 9%, -2%
> CC(C)CNS(=O)(=O)c1ccc(CCC(=O)Nc2ccc3c(c2)OCO3)cc1
→ -10%, -3%, 0, 0%, 2%, 0%, 2%, -2%, -4%
> Cc1ccc(S(=O)(=O)/C(C#N)=C/c2c(N3CCCCC3)nc3ccccn3c2=O)cc1
→ 0%, -9%, -8, 8%, -16%, 0%, -12%, -15%, -20%
> CCOC(=O)Cc1csc(NC(=O)CC)n1
→ 7%, 8%, 12, 7%, 14%, 7%, 7%, 9%, -8%
> COC(=O)c1sccc1NC(=O)C12CC3CC(CC(C3)C1)C2
→ -4%, 9%, 28, 2%, -2%, 11%, -9%, 16%, -1%
